Screening data deposited in PubChem by Southern Research Specialized Biocontainment Screening Center.
PhoP GFP inhibition – PhoP regulon inhibitors, Salmonella typhi PhoP promoter GFP reporter, confirmatory (AID 1850); Salmonella Typhi PhoP-promoter GFP reporter, fluorescence, 4 h; higher % means a stronger effect; inhibition, % at 50 µM; hits with a dose series show IC50 in µM; 310,000 tested, 0.33% active; in the data active = a potency from the dose series; inconclusive = inhibition mostly from about 25% at the one dose, without a potency; inactive = the rest, 99 in 100 with inhibition below about 19%;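 also: 0% = induced wells with vehicle and 100% = uninduced wells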
M. tuberculosis HTS – M. tuberculosis growth inhibition, HTS (AID 449762) | M. tuberculosis H37Rv growth inhibition, 7H9 media; higher % means a stronger effect | inhibition, % at 25 µM, or IC50 in µM where a hit was titrated | 330,000 tested, 0.59% active; in the data active = a potency from the dose series; inconclusive = inhibition above about 70% without an active follow-up result;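 also: bacterial growth assessed after seven days of incubation; strong numbers were not always called active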
H1N1 NS1A inhibition – NS1A inhibition, H1N1 influenza, cell based functional assay (AID 504329); NS1A functional cell-based assay, percent inhibition; higher % means a stronger effect; one-dose inhibition, % at 12.5 µM; IC50 in µM for titrated hits; 340,000 tested, 0.3% active; in the data active = a potency from the dose series; inconclusive = inhibition above about 27% without an active follow-up result; also: strong numbers were not always called active
inhibitors of VEEV – inhibitors of VEEV TC-83 cytopathic effect, confirmation, Vero cells (AID 588727). Vero cells, VEEV TC-83 cytopathic effect inhibition; higher % means a stronger effect. inhibition, % at 20 µM, or IC50 in µM where a hit was titrated. 350,000 tested, 0.13% active; in the data active = a potency from the dose series; inconclusive = inhibition mostly from about 14% at the one dose, without a potency; inactive = the rest, 99 in 100 with inhibition below about 12%; also: strong numbers were not always called active
tuberculosis growth – growth inhibition of non-replicating M. tuberculosis (AID 488890); one-dose inhibition, % at 25 µM; IC50 in µM for titrated hits; 320,000 tested, 0.39% active; Mycobacterium tuberculosis non-replicating, growth inhibition; higher % means a stronger effect; in the data active = a potency from the dose series; inconclusive = inhibition mostly from about 82% at the one dose, without a potency; inactive = the rest, 99 in 100 with inhibition below about 76%;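 also: plate controls were DMSO cells for no effect and high antibiotic wells for full effect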
inhibitors of VEEV 10K pilot screen – recorded beside inhibitors of VEEV, whose call it bears; inhibition, %; measured here: 10K pilot screen inhibition
Starred values were filed as active, the others as inactive; i = inactive; ? = inconclusive; · = no result given.

SMILES	PhoP GFP inhibition	M. tuberculosis HTS	H1N1 NS1A inhibition	inhibitors of VEEV	tuberculosis growth	others
CN(C)c1cc[n+](CC(=O)c2ccc(Br)cc2)cc1	7%	-3%	10%	i	12%
Cc1ccc(NC(=O)N2CCCC2c2cccs2)cc1 (centres undefined)	16%	4%	9%	1.1%	31%
O=C1C2C3c4ccccc4C(c4ccccc43)C2C(=O)N1CN1CCOCC1 (centres undefined)	-8%	-3%	0%	0.1%	7%
COc1ccc(CCNC(=O)c2ccc(CN3CCC(Cc4ccccc4)CC3)cc2)cc1	-3%	32%	3%	1.3%	5%
O=C(c1ccc(NS(=O)(=O)c2ccc(F)cc2)cc1)N1CCCCCC1	5%	17%	-5%	1.5%	10%
Cc1cccc(C)c1NS(=O)(=O)c1ccc(OCCNS(C)(=O)=O)cc1	9%	-5%	-3%	2.6%	-8%
CN(CC(=O)NCCc1ccccc1)S(=O)(=O)c1ccc(Br)cc1	2%	0%	-13%	i	3%
OC(c1ccccc1)C1CN(Cc2ccccc2)CCC1(O)c1ccccc1 (centres undefined)	-12%	3%	1%	0.7%	·
O=C1C2C3C=CC(C3)C2C(=O)N1c1ncn[nH]1 (centres undefined)	4%	-1%	2%	0.7%	0%
Cc1ccc(C(=O)NC2CCCCCCC2)c(Cl)c1	-1%	2%	-2%	i	-2%
CCCNC(=O)NC1CCCc2ccccc21 (centres undefined)	-9%	-2%	7%	1.2%	18%
N#Cc1cc2c(nc1SCc1cccnc1)CCCCC2	2%	8%	6%	i	28%
Cc1c(C)c2ccc(OCC(=O)NCCN3CCOCC3)cc2oc1=O	-4%	0%	-5%	0.5%	-3%
CCCCCc1cc(=O)oc2c(C(CCN(CC)CC)c3cc(OC)c(OC)c(OC)c3)c(OC)cc(OC)c12 (centres undefined)	1%	?	9%	i	75%
COc1ccc([C@H]2CC(=O)C=C(c3ccccc3)C2)cc1	·	2%	-1%	1.9%	17%
C=C(C)CSc1nnc(-c2ccc(OC)cc2)n1N	-5%	-4%	-18%	1.8%	?
COc1cccc(CN(C)Cc2c(O)ccc3ccccc23)c1	6%	-2%	-1%	0.4%	76%
Cc1csc2c(=O)sc(NC(=O)c3ccc(F)cc3)nc12	-1%	0%	·	0.4%	-30%
Cc1cc(C)nc(Sc2ncnc3c2oc2ccccc23)n1	-7%	-10%	4%	0.6%	8%	inhibitors of VEEV 10K pilot screen=1.5
S=C1NCCc2ccccc2C1c1ccccc1 (centres undefined)	-11%	-4%	6%	3.3%	72%
O=C(O)CSc1nnc(Cc2cccc3ccccc23)n1-c1cc(C(F)(F)F)cc(C(F)(F)F)c1	-19%	-2%	-7%	3.3%	4%
C=C[C@H]1CN2CC[C@H]1C[C@@H]2[C@@H](O)c1ccnc2ccccc12	-4%	-1%	3%	i	-5%
CC(C)c1nnc(-c2ccc(Cl)cc2)c(N(C)C)n1	-3%	5%	-1%	2.1%	7%	inhibitors of VEEV 10K pilot screen=0.3
O=C(CSc1ncn[nH]1)c1cc2ccccc2o1	14%	-9%	-5%	1.6%	-12%
O=C1C(=O)c2ccccc2C(O)=C1CC=C(Cl)Cl	·	·	3%	1.2%	·

5 entries picked at random from the list so far:
SMILES	PhoP GFP inhibition	M. tuberculosis HTS	H1N1 NS1A inhibition	inhibitors of VEEV	tuberculosis growth	others
Cc1csc2c(=O)sc(NC(=O)c3ccc(F)cc3)nc12	-1%	0%	·	0.4%	-30%
Cc1cc(C)nc(Sc2ncnc3c2oc2ccccc23)n1	-7%	-10%	4%	0.6%	8%	inhibitors of VEEV 10K pilot screen=1.5
O=C(O)CSc1nnc(Cc2cccc3ccccc23)n1-c1cc(C(F)(F)F)cc(C(F)(F)F)c1	-19%	-2%	-7%	3.3%	4%
O=C(CSc1ncn[nH]1)c1cc2ccccc2o1	14%	-9%	-5%	1.6%	-12%
O=C1C2C3C=CC(C3)C2C(=O)N1c1ncn[nH]1 (centres undefined)	4%	-1%	2%	0.7%	0%

The main list resumes; the 6 compounds before the break are reprinted first.
SMILES	PhoP GFP inhibition	M. tuberculosis HTS	H1N1 NS1A inhibition	inhibitors of VEEV	tuberculosis growth	others
S=C1NCCc2ccccc2C1c1ccccc1 (centres undefined)	-11%	-4%	6%	3.3%	72%
O=C(O)CSc1nnc(Cc2cccc3ccccc23)n1-c1cc(C(F)(F)F)cc(C(F)(F)F)c1	-19%	-2%	-7%	3.3%	4%
C=C[C@H]1CN2CC[C@H]1C[C@@H]2[C@@H](O)c1ccnc2ccccc12	-4%	-1%	3%	i	-5%
CC(C)c1nnc(-c2ccc(Cl)cc2)c(N(C)C)n1	-3%	5%	-1%	2.1%	7%	inhibitors of VEEV 10K pilot screen=0.3
O=C(CSc1ncn[nH]1)c1cc2ccccc2o1	14%	-9%	-5%	1.6%	-12%
O=C1C(=O)c2ccccc2C(O)=C1CC=C(Cl)Cl	·	·	3%	1.2%	·
COc1ccc(CNC(=O)Cn2c(=O)n(CC(=O)N3CCCCC3)c(=O)c3sccc32)cc1	-18%	0%	4%	0.5%	11%
O=c1c2ccccc2nc2oc3ccccc3n12	-1%	6%	-7%	i	21%
Cc1cccc(NC(=O)CNC(=O)c2cccc(-n3cccc3)c2)c1C	0%	-3%	-1%	i	-19%
CC1(C)CC(=O)C=C(NCC(O)c2ccccc2)C1 (centres undefined)	-1%	-5%	0%	0.9%	-12%
CC1=C(C(=O)OCC(C)C)C(c2ccc(F)cc2)NC(=O)N1 (centres undefined)	-3%	2%	-6%	0.8%	12%
COc1ccc(C)cc1NC(=S)N1CCOCC1	-2%	4%	-3%	2.4%	-14%
N#C/C(=C/c1ccc(Sc2nc3ccccc3[nH]2)o1)c1cccc(Br)c1	15%	78µM*	-4%	6.6%	33%
CC(=O)N1CCN(C(=O)COc2ccc3oc4c(c3c2)CCCC4)CC1	3%	6%	-8%	6.5%	-5%
O=C(O)Cn1c(COc2ccc(Cl)cc2)nc2ccccc21	4%	-1%	2%	0.7%	-6%
O=S(=O)(NCCNS(=O)(=O)c1ccccc1)c1ccccc1	6%	0%	-2%	i	-14%
CCOC(=O)c1c(C)c(C(=O)NCCc2ccc(S(N)(=O)=O)cc2)c(C)n1CC	-3%	-8%	7%	0.8%	-3%
CC1=CCC(C(C)(C)NC(=O)c2ccccc2)C/C1=N\O (centres undefined)	-2%	-7%	7%	i	4%
Cc1ccc(NC(=O)N2CCCCC2)cc1NC(=O)N1CCCCC1	-7%	3%	3%	0.2%	-8%
CCN(CC)c1ccc(NC(=O)c2cnn(CC)c2)cc1	-2%	?	13%	1.0%	?
CCn1nc(NS(=O)(=O)c2ccc(C)cc2)c2cc3ccccc3nc21	-15%	-5%	2%	1.6%	15%
OC(COc1ccccc1)CN1CCCCCC1 (centres undefined)	5%	2%	-11%	i	12%
COc1ccc(-c2noc(CN(C)C(=O)CCN3C(=O)[C@H]4CC=CC[C@H]4C3=O)n2)cc1	-10%	-7%	10%	2.0%	5%
Cc1cc(=O)oc2c(C)c(OCC(=O)NCC3CCC(C(=O)O)CC3)ccc12 (centres undefined)	13%	-2%	-2%	1.7%	4%
CCC(CC)=N/N=C/c1c(O)n(CC)c2cc(C3=NNC(=O)CC3)ccc12	-12%	4%	5%	9.9%	7%
COc1ccccc1C(=O)N/C(=C\c1ccc(Br)cc1)C(=O)NCCO	6%	-12%	-2%	2.7%	0%
COC(=O)c1ccccc1SC1CC(=O)N(c2cccc(C)c2)C1=O (centres undefined)	-6%	3%	-2%	0.6%	22%
CCOC(=O)C1=C(C)NC(=O)/C1=C\N(C)C	0%	-10%	-1%	1.1%	-14%
CCCc1nnc(NC(=O)CCC(=O)N2CCN(c3ccccn3)CC2)s1	0%	1%	3%	1.7%	-15%
O=C(c1ccc(Cn2ccc([N+](=O)[O-])n2)cc1)N1CCN(Cc2ccccc2)CC1	-20%	0%	0%	1.0%	35%
Cc1ccc(S(=O)(=O)Cn2nnnc2C(CC(C)C)N2CCN(C(=O)c3ccco3)CC2)cc1 (centres undefined)	-4%	8%	-4%	i	13%

3 structures already listed, sorted by molecular weight, ascending.
SMILES	PhoP GFP inhibition	M. tuberculosis HTS	H1N1 NS1A inhibition	inhibitors of VEEV	tuberculosis growth	others
CCOC(=O)C1=C(C)NC(=O)/C1=C\N(C)C	0%	-10%	-1%	1.1%	-14%
CC1=C(C(=O)OCC(C)C)C(c2ccc(F)cc2)NC(=O)N1 (centres undefined)	-3%	2%	-6%	0.8%	12%
Cc1ccc(NC(=O)N2CCCCC2)cc1NC(=O)N1CCCCC1	-7%	3%	3%	0.2%	-8%

More records follow:
SMILES	PhoP GFP inhibition	M. tuberculosis HTS	H1N1 NS1A inhibition	inhibitors of VEEV	tuberculosis growth	others
Cc1ccc(OCC(=O)N/N=C/c2c[nH]c3ccccc23)c([N+](=O)[O-])c1	-6%	4%	0%	0.8%	-7%
CCOC(=O)C1=C(C)NC2=C(C(=O)CCC2)C1c1cc(OC)ccc1OC (centres undefined)	-7%	-2%	2%	i	12%
Cc1ccc(NC(=O)C2(c3ccccc3)CCOCC2)cc1	-3%	27%	0%	4.9%	10%
CC(CC(=O)Nc1ccc(F)cc1)S(=O)(=O)c1ccc2c(c1)NC(=O)CO2 (centres undefined)	-26%	5%	-1%	1.0%	-30%
CCCCN(CC)CCCNC(=O)c1cc2cc3ccc(C)cc3nc2o1	-22%	1%	19%	0.8%	9%
CS(=O)(=O)N(CCc1ccccc1)CC(=O)NCc1ccc(Cl)cc1	-3%	5%	-9%	0.2%	-7%
O=C(CN1CCN(c2ccccc2O)CC1)Nc1ccnn1C1CCCC1	·	2%	7%	1.2%	-8%
Cc1ccc(OCC(=O)c2ccc(Cl)s2)c([N+](=O)[O-])n1	-24%	6%	-4%	1.8%	19%
CCNC(=O)COC(=O)c1cc(-c2ccc(OC)cc2)nc2ccccc12	-14%	-1%	-1%	1.1%	29%
COc1ccc(CNC(=O)N2CCc3ccccc3C2)cc1Cl	-5%	0%	-18%	i	16%
CCCCNC(=O)CC1SC(=NCC)N(CC)C1=O (centres undefined)	0%	-5%	3%	0.5%	73%
COc1cc(C2C(C#N)=C(N)Oc3c2ccc2ccccc32)ccc1OCC(=O)Nc1cccc(C)c1 (centres undefined)	-5%	35%	21%	0.4%	69%	inhibitors of VEEV 10K pilot screen=2.1
CN(C)S(=O)(=O)c1cc(C(=O)NCCCn2ccc3ccccc32)ccc1Cl	-4%	15%	6%	2.9%	67%
C/C(=N\NC(=O)c1cccc(F)c1)c1ccc(NC(=O)Cc2ccccc2)cc1	-5%	-11%	-10%	3.0%	-4%
CCC(C)n1[nH]c(=O)cc1N (centres undefined)	1%	1%	2%	0.3%	-13%
O=P(Cc1cccc[n+]1[O-])(c1ccccc1)c1ccccc1	5%	-8%	-6%	1.4%	·
C/C(O)=c1/cnc2nc3ccccc3n2c1=O	-9%	-1%	-6%	0.6%	-8%
O=C(NCCc1ccccc1)c1cccc([N+](=O)[O-])c1	-8%	-9%	-1%	0.4%	-11%
COc1ccc(C2NC(c3ccc(OC)cc3)C([N+](=O)[O-])C(C)(C)C2[N+](=O)[O-])cc1 (centres undefined)	-1%	8%	6%	2.5%	7%
CSc1nc2n(n1)C(C)C1=C(CCCC1=O)N2 (centres undefined)	5%	-6%	10%	0.2%	-15%
